# Source: PubChem (several laboratories)
# Peg3 promoter: inhibitors of Peg3 promoter; HeLa PEG-Prom luciferase reporter, luminescence, overnight; inhibition, % at 20 µM; 360,000 compounds, 1.7% hits;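 active = inhibition of at least 50% at 20 µM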
# TROY NFkB inh: inhibitors of TROY-dependent NF-kB signaling. 360,000 compounds, 0.98% hits. AID 1347056. inhibition, % at 10 µM. Q293 LMP1-TROYcd NF-kB luciferase reporter, 4 h;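 active = compounds whose plate-normalised and pattern-corrected inhibition of the luciferase reporter signal at the single screening dose is 50% or more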
# Shn3 3UTR inh: reduces Shn3 3'UTR luciferase signal in osteoblasts; AID 588674; inhibition, % at 12.5 µM; Clone20 osteoblast Shn3 3'UTR firefly luciferase, 24 h; 360,000 compounds, 0.52% hits;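 active = mean inhibition of at least 75% with every replicate also reaching 75%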;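 note: 0% = median of neutral control wells and 100% = pilot-screen positive control compound; some compounds past the cut are filed as inactive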
# TWEAK-Fn14 inh: blocks TWEAK-Fn14 interaction in a reporter cell assay. TWEAK-stimulated Fn14 reporter cells, luciferase luminescence, 8 h. inhibition, % at 10 µM. 360,000 compounds, 2% hits; in the data active = inhibition above about 50%
# NR2E3 ag-1: activates human NR2E3 receptor | Q9Y5X4 | CHO-S Gal4-NCOR/VP16-NR2E3 two-hybrid, luciferase | inhibition of corepressor binding, % at 3.98 µM | 360,000 compounds, 0.35% hits | AID 602229;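 active = inhibition above the mean of all tested compounds plus 3 SD, cut at about 70% in these data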;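 note: 0% = DMSO with NR2E3 transfected cells and 100% = cells lacking NR2E3 construct; higher means lower luciferase signal from less NR2E3 corepressor binding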
# Target sequence (Q9Y5X4 whole entry, looked up, the tested form may be a part): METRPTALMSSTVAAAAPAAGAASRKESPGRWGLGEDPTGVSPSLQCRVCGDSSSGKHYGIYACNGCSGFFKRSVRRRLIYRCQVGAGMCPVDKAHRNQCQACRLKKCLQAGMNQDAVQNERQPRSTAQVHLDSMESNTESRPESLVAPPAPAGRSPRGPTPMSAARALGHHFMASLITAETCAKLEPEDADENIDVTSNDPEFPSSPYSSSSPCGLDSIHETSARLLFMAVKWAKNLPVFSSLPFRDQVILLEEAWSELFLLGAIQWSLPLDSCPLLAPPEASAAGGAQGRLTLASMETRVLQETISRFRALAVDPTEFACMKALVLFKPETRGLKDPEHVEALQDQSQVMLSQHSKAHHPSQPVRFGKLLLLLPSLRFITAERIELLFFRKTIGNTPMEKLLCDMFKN
# CF NFkB block: cystic fibrosis NF-kB activation inhibition; KKLEB NF-kB-GFP reporter, PAF-induced, GFP fluorescence overnight; inhibition, % at 5 µM; 360,000 compounds, 0.86% hits; AID 588850;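 active = at least 50% inhibition at 5 µM, scaled per plate between neutral and stimulator controls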;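 note: PAF is a Pseudomonas aeruginosa culture filtrate used as stimulus; plate controls were PAF-stimulated DMSO wells for no effect and unstimulated DMSO wells for full effect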
# HIF-2a block: blocks HIF-2a reporter activity; 360,000 compounds, 0.72% hits; AID 624352; inhibition, % at 18.8 µM; 786-0 RCC cells HIF-2a reporter, luciferase luminescence, overnight;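 active = inhibition of the luminescence signal of 40% or more relative to plate controls, in a single-dose primary screen at 18.75 µM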
# TRAIL sens C8: sensitizes caspase-8 expressing cells to TRAIL | inhibition (viability loss, TRAIL sensitization), % at 10 µM | NB7+C8 cells + TRAIL, ATPlite viability luminescence | 360,000 compounds, 1% hits;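 active = compounds causing at least 50% loss of cell viability in the single-dose screen, relative to plate controls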
# MITF TRPM1 inh: MITF TRPM1 promoter inhibition in SK-MEL-5 cells | 330,000 compounds, 0.83% hits | SK-MEL-5 TRPM1 promoter luciferase, 24 h | inhibition, % at 12.5 µM;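 active = mean inhibition across replicates of 60% or more, whatever share of single replicates reaches that level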; note: values of inactives mirror those of a sister screen read the other way
# NR2E3 ag-2: NR2E3 (human) agonism. GST-NR2E3/biotin-RetCOR TR-FRET, 1536-well. inhibition of corepressor binding, % at 4.78 µM. 320,000 compounds, 0.12% hits. AID 2300. Q9Y5X4;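 active = percent inhibition above the cutoff of mean plus 3 SD of all tested compounds, set per screening campaign, cut at about 20% in these data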;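 note: 0% = DMSO wells and 100% = biotin wells as full block of FRET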
#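 System: GST-tagged NR2E3 plus biotinylated RetCOR corepressor; Buffer or medium: pH 7.5 Tris-based buffer; Probe or stimulus: RetCOR corepressor, biotinylated, 7 nM; Doses: compound at 4.8 µM, single dose; Schedule: 5 h incubation at 4 °C; Technique: time-resolved FRET; Evaluation: percent inhibition of TR-FRET ratio; Replication: one well per compound, singlicate testing.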
# KKLEB cytotox: CF airway cell cytotoxicity counter-screen. activity change (cytotoxicity), % at 5 µM. KKLEB CF airway cells viability, ATPlite luminescence, overnight; hits give low values; cells stimulated with P. aeruginosa culture filtrate. 360,000 compounds, 0.36% hits;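 active = corrected activity change at or below -50% at 5 µM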
# * marks the source's active call; other numbers are inactive results; nt = not tested or not shown. An excerpt; the hit share may differ from the screen's.
SMILES,Peg3 promoter,TROY NFkB inh,Shn3 3UTR inh,TWEAK-Fn14 inh,NR2E3 ag-1,CF NFkB block,HIF-2a block,TRAIL sens C8,MITF TRPM1 inh,NR2E3 ag-2,KKLEB cytotox
CN(C)CCCC(=O)c1ccc2c(c1)OCO2,15,2,-6,0,0,4,7,-7,0,1,12
CC1=C(C)CC(C(=O)NCCCN2CCCC2=O)C(C(=O)O)C1 (stereo not given),11,-8,-6,-1,4,0,1,-4,2,-1,-1
Cn1c(CN2CCCC2)nc2cc(NS(=O)(=O)c3ccccc3)ccc21,-240,4,1,-18,10,4,-10,3,2,5,-6
CCN1CCN(C(=S)NCc2ccc(C)cc2)CC1,7,-9,-10,2,0,12,9,0,4,0,-16
O=C(O)CCc1nn2c3ccccc3n(CCO)c2nc1=O,10,-17,1,-2,-6,2,2,14,3,-2,-12
O=C(COc1ccc([N+](=O)[O-])cc1)Nc1ccc(S(=O)(=O)N2CCOCC2)cc1,-1,-7,-5,54,-28,-21,10,3,1,-4,14
Cc1cccc2c1Sc1ccccc1CC2=O,6,-30,-1,12,-13,-5,10,-20,6,-1,5
O=C(COC(=O)c1nc(Cl)c(Cl)c(Cl)c1Cl)c1ccc[nH]1,51*,67*,10,49,20,6,-15,4,21,-6,-8
O=C(NCCc1ccco1)C(=O)NCC1OCCCN1S(=O)(=O)c1ccccc1 (stereo not given),12,14,-4,1,-31,-3,0,-13,-5,3,16
C=C(C)CSc1nc2ncccc2[nH]1,11,-3,6,-26,-17,-3,-10,-8,-5,0,9
COc1cc(C2c3cc4c(cc3OC(N3CCOCC3)C2C)OCO4)cc(OC)c1OC(C)=O (stereo not given),20,10,16,5,24,-9,12,6,0,nt,5
CCC1(CC)C(=O)NC(=O)NC1=S,-2,-12,-8,6,10,-1,-12,-6,-2,nt,19
CCOc1ccccc1NC(=O)C(CC)Sc1nc2ccncc2[nH]1 (stereo not given),16,7,15,-11,-7,-12,10,-3,13,-1,6
COc1ccc(C2Nc3ccccc3C(=O)N2c2ccccc2)cc1CN1CCOCC1 (stereo not given),-29,-9,-5,-12,-23,14,-44,0,-9,1,-10
O=C(c1[nH]c(C(F)(F)F)nc1-c1ccccc1)N1CCN(c2ccccc2)CC1,22,28,5,10,21,6,8,-2,nt,nt,-12
O=C(Nc1cnc2ccccc2c1)c1cccnc1,-158,-30,-6,3,-76,-7,-173,-22,-38,-2,5
C=CCn1c(SCC(=O)Nc2ncc(Cc3cc(C(F)(F)F)ccc3Cl)s2)nnc1-c1ccncc1,13,-5,29,-15,-33,2,8,-18,-7,-3,-9
Cc1cc(C)nc(Nc2n[nH]c(COc3ccccc3)n2)n1,-166,-38,-27,-31,-16,7,-118,-5,-56,2,5
COc1ccc(C(=O)NC2CC2)cc1OC1CCN(Cc2cc(C)c(C)cc2C)CC1,12,16,35,88*,-13,0,11,-25,8,1,2
COCCn1c(SCc2ccccc2)nc2c1c(=O)[nH]c(=O)n2C,7,-6,-5,-6,20,4,18,-6,2,2,-1
OC(c1ccc(F)c(F)c1)c1nc(-c2ccoc2)cs1 (stereo not given),-6,-16,-2,24,-2,-42,-33,8,nt,nt,22
O=C(Nc1ccc(N2CCCC2)c(Cl)c1)c1ccc(Br)o1,-287,-18,-63,-37,-146,-28,-284,6,-73,3,14
OCc1c[nH]c(=S)n1CCOc1cccc(C(F)(F)F)c1,-8,17,20,15,-15,-4,2,-2,3,0,-4
O=C(CSc1ccccc1)N1CCN(S(=O)(=O)c2ccccc2F)CC1,-15,-10,-4,5,11,8,-9,-3,10,-2,5
COc1ccccc1Cn1c(=S)[nH]c2cc(C(=O)N3CCCC3)ccc2c1=O,14,15,-4,15,-13,-5,12,-1,6,1,0

# Shown with two lines to a compound: part of the list above
# The line under a structure holds: Peg3 promoter	TROY NFkB inh	Shn3 3UTR inh	TWEAK-Fn14 inh	NR2E3 ag-1	CF NFkB block	HIF-2a block	TRAIL sens C8	MITF TRPM1 inh	NR2E3 ag-2	KKLEB cytotox
- CCC1(CC)C(=O)NC(=O)NC1=S
  -2	-12	-8	6	10	-1	-12	-6	-2	nt	19
- CCOc1ccccc1NC(=O)C(CC)Sc1nc2ccncc2[nH]1 (stereo not given)
  16	7	15	-11	-7	-12	10	-3	13	-1	6
- COc1ccc(C2Nc3ccccc3C(=O)N2c2ccccc2)cc1CN1CCOCC1 (stereo not given)
  -29	-9	-5	-12	-23	14	-44	0	-9	1	-10
- O=C(c1[nH]c(C(F)(F)F)nc1-c1ccccc1)N1CCN(c2ccccc2)CC1
  22	28	5	10	21	6	8	-2	nt	nt	-12
- O=C(Nc1cnc2ccccc2c1)c1cccnc1
  -158	-30	-6	3	-76	-7	-173	-22	-38	-2	5
- C=CCn1c(SCC(=O)Nc2ncc(Cc3cc(C(F)(F)F)ccc3Cl)s2)nnc1-c1ccncc1
  13	-5	29	-15	-33	2	8	-18	-7	-3	-9
- Cc1cc(C)nc(Nc2n[nH]c(COc3ccccc3)n2)n1
  -166	-38	-27	-31	-16	7	-118	-5	-56	2	5
- COc1ccc(C(=O)NC2CC2)cc1OC1CCN(Cc2cc(C)c(C)cc2C)CC1
  12	16	35	88*	-13	0	11	-25	8	1	2
- COCCn1c(SCc2ccccc2)nc2c1c(=O)[nH]c(=O)n2C
  7	-6	-5	-6	20	4	18	-6	2	2	-1
- OC(c1ccc(F)c(F)c1)c1nc(-c2ccoc2)cs1 (stereo not given)
  -6	-16	-2	24	-2	-42	-33	8	nt	nt	22
- O=C(Nc1ccc(N2CCCC2)c(Cl)c1)c1ccc(Br)o1
  -287	-18	-63	-37	-146	-28	-284	6	-73	3	14
- OCc1c[nH]c(=S)n1CCOc1cccc(C(F)(F)F)c1
  -8	17	20	15	-15	-4	2	-2	3	0	-4
- O=C(CSc1ccccc1)N1CCN(S(=O)(=O)c2ccccc2F)CC1
  -15	-10	-4	5	11	8	-9	-3	10	-2	5
- COc1ccccc1Cn1c(=S)[nH]c2cc(C(=O)N3CCCC3)ccc2c1=O
  14	15	-4	15	-13	-5	12	-1	6	1	0

# Next section:
SMILES,Peg3 promoter,TROY NFkB inh,Shn3 3UTR inh,TWEAK-Fn14 inh,NR2E3 ag-1,CF NFkB block,HIF-2a block,TRAIL sens C8,MITF TRPM1 inh,NR2E3 ag-2,KKLEB cytotox
CCOC(=O)c1ccc(NC(=O)CN2C(=O)C(=O)N(CC(C)C)C2=O)cc1,-7,-8,-11,-12,-1,-7,15,-4,-1,-4,0
COc1ccc(C(C)(NC(C)=O)c2nc(-c3cncnc3)cs2)cc1 (stereo not given),14,4,-21,-9,-9,18,11,-3,nt,nt,4
COc1cccc(/C=N/NC(=O)Cn2nc(C)c([N+](=O)[O-])c2C)c1O,17,-8,69,7,3,-4,16,48,22,-1,-2
CC1CCCC(NC(=O)Cc2ccc(Br)cc2)C1C (stereo not given),1,-8,-5,-69,6,0,-2,-5,-2,2,16
CSC1=C(C#N)C(c2ccc(C(C)C)cc2)CC(=O)N1 (stereo not given),-13,2,-5,20,-23,-8,-24,10,nt,-1,-3
COc1ccc(CN2CCNC(=O)C2CC(=O)O)c(OC)c1 (stereo not given),5,-15,-4,-6,16,-52,17,-6,-1,-4,14
CCc1nc2c(OCC(=O)N(C)C)cccn2c1N(C=O)Cc1ccc(OC)cc1,4,-13,-8,16,-12,-22,9,-5,nt,nt,10
CCOc1ccc(C2c3[nH]c4ccccc4c3CCN2CCCn2cccn2)cc1 (stereo not given),-22,37,8,32,-39,2,-35,-7,11,5,-1
Cc1nc2ccc(S(=O)(=O)Nc3cc(-c4nc5cccnc5s4)ccc3C)cc2s1,-120,28,-50,-2,-58,14,-156,19,nt,0,-27
CC(C)CN(C(=O)COC(=O)c1ccccc1Sc1ccccc1C#N)C1CCS(=O)(=O)C1 (stereo not given),6,-15,-12,-2,8,9,14,-3,0,-2,0
COc1ccc(/C=N/Nc2cc(C)nc(N3CCOCC3)n2)cc1,-89,-27,-28,-14,-5,7,-97,-4,-24,-1,3
O=C(Nc1c2c(nn1-c1ccccc1)CS(=O)(=O)C2)c1ccc(Br)o1,-12,-9,-1,8,0,10,12,3,nt,nt,-8
CCOC(=O)C1CCN(C(=O)C2CCN(S(=O)(=O)CC)CC2)CC1,1,-5,-19,-15,-20,2,10,-8,5,0,-2
COc1ccc(-c2nnc(SCC(=O)N3CCN(c4ccccc4)CC3)o2)cc1OC,1,-2,-12,-5,2,0,6,-22,4,3,-2
CC(=O)Nc1cccc(Cl)c1C(=O)O,7,-8,-6,4,-24,0,7,19,11,1,0
COc1ccc(-n2cnnc2SCC(=O)Nc2nc(C)c(Cl)cc2Cl)cc1,12,2,3,19,-13,1,8,-9,0,-3,-5
COc1cc(NS(=O)(=O)c2ccc(Nc3nc(-c4cccc([N+](=O)[O-])c4)cs3)cc2)nc(OC)n1,6,43,7,12,16,-4,9,-7,-12,4,2
Cc1cc(C(=O)NN=C2CC(=O)CC(C)(C)C2)c(C)o1,0,-20,-20,-8,1,24,12,4,17,nt,-12
CC(=O)CSc1nc(N(C)C)nc(N(C)C)n1,10,7,-4,11,-5,11,14,-13,1,1,-5
O=C(Nc1ccc2nc(-c3cccs3)c(-c3cccs3)nc2c1)NC1CC1,-19,-14,16,21,-9,-7,-24,7,3,-1,15
CCN(CC)C(=O)CSc1nc(-c2cccs2)cc(-c2cccs2)c1C#N,48,4,82,43,-11,-16,22,25,5,5,5
Cc1ccccc1CNC(=O)Cc1cccs1,-99,-87,-26,10,-14,-21,-111,-1,6,2,9
CC(=O)SC(C)CC(=O)Nc1ccccc1 (stereo not given),11,10,-5,-1,-19,-2,11,-7,1,-2,-2
O=C(CN1CCN(C(c2ccccc2)c2ccccc2)CC1)NC(=O)NCc1ccco1,11,15,9,23,-14,5,27,11,0,-1,3
O=C(CSc1nc(C(F)(F)F)cc(=O)[nH]1)N1CCC(Cc2ccccc2)CC1,6,-2,-47,-7,32,-41,-2,-3,3,2,23
Cc1ccccc1/C=N/Nc1ncnc2nc[nH]c12,-55,-27,-15,-13,-29,-4,-87,18,-33,-2,4
O=C(COC(=O)c1ccco1)Nc1ccc([N+](=O)[O-])cc1Cl,-5,3,-4,-3,0,-9,-7,-9,-10,0,-3
Cc1c(CNC2CCC(C)CC2)c(C(=O)O)c(C)n1Cc1ccccc1 (stereo not given),4,9,-2,-6,-12,0,10,-6,4,2,-2
